Screens: PubChem BioAssay, Fisher Drug Discovery Resource Center
hcGAS inh – human cGAS inhibition. Q8N884. actives 0.081% (n = 290,000). recombinant h-cGAS, ATP depletion, Kinase-Glo luminescence. inhibition, % at 12.5 µM;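 further: 0% = vehicle reaction and 100% = reaction without DNA for no activity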
Target sequence (Q8N884 whole entry, looked up): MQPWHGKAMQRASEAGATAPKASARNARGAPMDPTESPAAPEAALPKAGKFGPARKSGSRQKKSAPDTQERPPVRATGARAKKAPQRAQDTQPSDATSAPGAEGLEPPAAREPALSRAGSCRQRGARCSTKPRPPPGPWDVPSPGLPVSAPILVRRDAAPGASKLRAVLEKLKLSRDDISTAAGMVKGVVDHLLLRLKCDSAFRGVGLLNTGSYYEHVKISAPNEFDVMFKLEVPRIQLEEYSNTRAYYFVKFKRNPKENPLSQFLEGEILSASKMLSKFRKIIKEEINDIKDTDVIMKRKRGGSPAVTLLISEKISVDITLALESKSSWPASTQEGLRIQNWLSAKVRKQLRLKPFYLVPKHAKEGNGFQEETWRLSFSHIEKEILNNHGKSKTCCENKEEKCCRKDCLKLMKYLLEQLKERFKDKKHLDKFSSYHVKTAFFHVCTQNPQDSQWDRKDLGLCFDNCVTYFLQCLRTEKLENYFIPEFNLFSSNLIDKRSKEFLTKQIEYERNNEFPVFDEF
NPYLR7 ag – mosquito NPYLR7 agonism; HEK293T NPYLR7/Galpha15, GCaMP6s calcium fluorescence; activation, % at 10 µM; actives 0.15% (n = 270,000); in the data active means activation above about 40%;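 further: 0% = vehicle and 100% = reference agonist at the receptor; some compounds past the cut are filed as inactive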
mcGAS inh – blocks mouse cGAS activity. AID 1259399. actives 0.15% (n = 160,000). recombinant cGAS, Kinase-Glo ATP depletion luminescence. inhibition, % at 12.5 µM. Q8C6L5;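 further: 0% = negative control wells and 100% = reference inhibitor with no enzyme activity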
* hit, by the source's call; . = not tested or not shown. Unless noted, no stated cut-off is given here; in the data, active means inhibition above about 40%; inactive means the rest.

SMILES	hcGAS inh	NPYLR7 ag	mcGAS inh
Cc1ccccc1C(=O)Nc1sc2c(c1C(=O)N1CCN(C)CC1)CCCC2	-4.7	4.5	-4.8
COCCCN(CC(=O)N1CCc2sccc2C1c1ccc(OC)cc1)C(=O)c1ccc(OC)cc1OC (stereo unspecified)	-8.7	18.6	-5.2
COc1ccc(CN(CCN2CCOCC2)CC(O)Cc2ccccc2)cc1 (stereo unspecified)	-7.8	16.9	-4.0
CN(C)CCN(C)CC1=CCC2CC1C2(C)C (stereo unspecified)	-2.8	-12.7	.
CC(CCc1ccccc1)NCCS(=O)(=O)N(C)C (stereo unspecified)	-2.3	-0.4	-7.4
CCO[C@H]1COC[C@@H]1NC(=O)c1ccc2sc(N)nc2c1	-2.5	5.1	-19.0
CCCCc1ccc(C(=O)N(Cc2cccc(OS(=O)(=O)c3ccc(F)cc3)c2)C(C)CC)cc1 (stereo unspecified)	-15.7	-2.0	-6.7
CC(C)NC(=O)Nc1ccc(N(C)C)c(CN(CC2CCCO2)C(=O)Cc2cccs2)c1 (stereo unspecified)	-1.6	2.2	-5.8
CC1CN(c2ncnc3c2cnn3CCNC(=O)c2cccc(Cl)c2)CC(C)O1 (stereo unspecified)	-10.5	-0.5	-7.8
CCN(CC)c1ccc(CN(C)C(=O)c2ccc3c(c2)C(=O)N(C)C3=O)cc1	2.7	-1.7	.
Cc1nc2n(n1)C(=O)C(C(c1ccc(F)cc1)N1CCC(O)CC1)S2 (stereo unspecified)	-8.5	-1.8	.
Cc1cc(C)n(CC(C)NCc2noc(-c3ccc4c(c3)OCO4)n2)n1 (stereo unspecified)	-2.6	-2.8	-0.3
Cc1cc(C(=O)NC(C)C(=O)N2CCS(=O)(=O)CC2)sc1-c1ccc(F)cc1 (stereo unspecified)	-5.1	1.3	.
CCOC(=O)c1c(C)n(-c2ccccc2C)c2ccc(OC)cc12	-5.4	-7.1	-4.5
O=C(CSc1nnnn1C1CC1)c1cc2cc(Cl)ccc2o1	2.9	-3.2	.
Cc1cc(N=C2CCCC2C(=O)C(=O)O)n(C)n1 (stereo unspecified)	-0.4	7.0	.
O=C(Nc1ccc2c(c1)OCO2)N1CCC(n2cc(C3CCCC3)nn2)CC1	-5.5	-6.6	.
CCCCN1C(=O)CCc2cc(NC(=O)C(C)(C)C)ccc21	-5.8	10.6	.
OCc1c[nH]c(=S)n1C1CCCC1	-4.2	21.7	.
Cc1nc(C)c(-c2cccc3c2OC(CN)C3)s1 (stereo unspecified)	-11.4	-1.1	.

Of the compounds above, these contain a Cl atom.
SMILES	hcGAS inh	NPYLR7 ag	mcGAS inh
CC1CN(c2ncnc3c2cnn3CCNC(=O)c2cccc(Cl)c2)CC(C)O1 (stereo unspecified)	-10.5	-0.5	-7.8
O=C(CSc1nnnn1C1CC1)c1cc2cc(Cl)ccc2o1	2.9	-3.2	.

(further entries)
SMILES	hcGAS inh	NPYLR7 ag	mcGAS inh
NC(=O)C1CCCCN1 (stereo unspecified)	-4.0	31.9	-7.0
C=CCn1cnc2c(nnn2CC)c1=O	-1.7	-1.7	.
Cc1cc(NC(=O)C2CCCCC2)n(Cc2ccccc2)n1	-4.4	1.6	.
CCc1nc2c(OCC(=O)N(C)C)cccn2c1N(C)C(=O)c1ccccc1F	1.4	-8.2	-0.9
COc1ccc(-c2nnc3n(C(C)C)c4c(=O)n(C)c(=O)n(C)c4n23)cc1	-3.5	8.2	.
CCOC(=O)CCC(=O)Nc1c(C)nc2ccc(C)cn2c1=O	-6.4	-1.0	.
Cc1cc(N(C)C)ccc1CN	-10.4	13.3	.
CCc1nc2ccc(C(=O)Nc3ccc(OC)c(OC)c3)cn2c1N(CC)Cc1ccc(OC)c(OC)c1	-5.5	12.6	-3.4
Clc1ccc(Cn2ccnc2CNCC2CC2)cc1Cl	-1.2	1.9	-3.5
CC(c1ccccc1)N(Cc1cc(NC(=O)C2CCCC2)ccc1N(C)C)C(=O)c1cccc(F)c1 (stereo unspecified)	-7.6	5.1	-4.6
N#Cc1ccc(S(=O)(=O)N2CCN(C(=O)c3ccc(-c4ccccc4)cc3)CC2)cc1	-5.0	-0.8	.
CCc1nc(C2CC(=O)Nc3n[nH]c(-c4cccs4)c32)c(C)[nH]1 (stereo unspecified)	-6.2	-1.4	-11.0
CCCNC(=O)c1ccc(Oc2ccc(F)cc2)cc1	-3.5	-5.3	.
O=c1oc2ccc3ccccc3c2cc1-c1nnc(Nc2ccc(F)cc2)s1	-2.8	-3.8	-4.7
CCc1cn[nH]c1C1CCN(c2noc(-c3ccccc3)n2)CC1	1.3	-0.5	.
CC(C)CCOC(C)C(=O)NC(C)c1ccc(S(=O)(=O)N(C)C)cc1 (stereo unspecified)	-10.5	13.8	-14.8
Cc1nn(C)c(C)c1OCC(=O)NCC(O)Cc1ccccc1 (stereo unspecified)	-10.9	4.2	-15.8
CCOC(=O)c1cnc2c(-c3ccccc3)c(C)nn2c1N	-1.7	-3.7	1.8
Cc1c(C(C)NC(=O)c2ccc(Oc3ccccc3)o2)cnn1-c1ccccc1 (stereo unspecified)	-8.5	20.8	-10.5
CCN(Cc1nc(C)no1)C(=O)c1ccc(-n2nc(C)cc2C)cc1	-7.8	6.1	-13.2
Cn1cccc1C(=O)N1CCN(c2nccnc2NS(=O)(=O)c2ccc(OC(F)(F)F)cc2)CC1	1.2	0.7	-3.8
COc1cccc(CNC(=O)NC2CCSc3ccccc32)c1 (stereo unspecified)	-16.5	-1.4	-7.7
CC(NS(=O)(=O)c1ccc(F)cc1)C(=O)Nc1ccc(F)cc1 (stereo unspecified)	-3.3	5.4	-8.4
CC(C)C(C)N(Cc1cc(NC(=O)C2CCCC2)ccc1N(C)C)C(=O)Nc1cccc(F)c1 (stereo unspecified)	8.9	0.9	-1.8
CCC(c1ccncc1)n1ccnc1-c1ccc(C#CC(C)(C)O)cc1 (stereo unspecified)	-8.7	.	-13.9
CCOC(=O)CC(=O)c1[nH]c(C)c(C(=O)OCC)c1C	-3.7	2.8	.
Cc1ccc(CN(Cc2ccc(C(C)(C)O)o2)C(C)C)o1	-6.8	17.9	-5.9
COc1ccc(C2=N/C(=C/c3cc4ccccc4n3C(C)=O)C(=O)O2)cc1Br	-8.3	1.5	-7.0
CCc1csc(CNC(=O)c2ccc(NCc3ccc(C)o3)nc2)n1	-4.4	0.8	.
Cc1ccc(Cc2nsc(N3CCCN(S(=O)(=O)/C=C/c4ccccc4)CC3)n2)cc1	-7.6	8.9	-7.1
Fc1cc(Br)cc2c1NCC2	-3.9	-0.3	.
CN(C(=O)c1ccccc1F)C1CCC2(CC1)OCC(C)(C)CO2	-4.1	-4.6	-5.9
CC(C)CN1CC(C(=O)N2CCc3[nH]nc(C4CCC4)c3C2)CC1=O (stereo unspecified)	-4.7	-4.2	-11.0
CC(C)OC(=O)COC(=O)c1cc(-c2ccc(Cl)cc2)nc2ccccc12	-6.7	21.7	-4.6
C=CC(C)(O)CN(CCC(C)C)Cc1ccc(OC)c(OC)c1 (stereo unspecified)	-3.3	-2.1	-3.4
Cc1cc(NCCC(=O)NC2CCS(=O)(=O)C2)nc(-c2ccncc2)n1 (stereo unspecified)	3.5	-1.7	-1.7
COc1ccc(Cn2c(=O)oc3ccc(Cl)cc32)cc1	-3.1	28.2	.
CC1CCc2nc(C(C#N)=Cc3cccs3)sc2C1 (stereo unspecified)	-8.9	1.3	-6.4
Cc1cc(C(=O)NCC2CCCN(Cc3ccc(C#CC(C)(C)O)s3)C2)no1 (stereo unspecified)	3.2	0.2	.
Cc1cc(NC(C)c2nc(-c3ccccc3)no2)ccc1Br (stereo unspecified)	-6.2	4.4	.
O=C(Nc1ccc(F)cc1)Nc1ncc(Cl)cc1Cl	0.0	6.6	.
CC1(C(=O)NCc2ccccc2Br)CCN1Cc1cc2ccccc2o1 (stereo unspecified)	-12.6	2.6	.
CC1CCc2c(sc3ncnc(SC(C)C(=O)O)c23)C1 (stereo unspecified)	1.6	3.5	8.3
Cn1ccc2c(-c3ccc(C(=O)O)cn3)ccnc21	-0.2	24.5	.
O=S1(=O)CCN2N=C(SCc3ccc(F)cc3)SC2=N1	-6.6	-0.1	.
CCC(O)CNC(c1nc(-c2ccc3c(c2)OCO3)no1)C(C)CC (stereo unspecified)	-7.3	4.6	-5.0
COC1CCN(c2ncnc(NCCN3CCOCC3)c2N)CC1	-7.9	24.8	.
COCC(=O)N(Cc1ccc(OC)c(OCc2nc(CO)cs2)c1)Cc1ccco1	1.8	0.1	0.0
C=CCn1c(O)c(N=NC(=O)c2cc3ccccc3cc2O)c2ccccc21	-1.3	2.6	-2.5
CCOC(=O)c1cc(-c2cccc(NC(=O)c3cccs3)c2)n(-c2ccccc2OC)n1	0.9	1.5	1.1
O=C(Nc1ccccc1)c1ccc(Cl)c(S(=O)(=O)Nc2ccc(Cl)cn2)c1	5.5	11.3	9.6
O=C(Cc1cccs1)N1[C@@H](c2ccccc2)[C@@H](CO)C[C@]12CCCCN(CCO)C2=O	-0.9	3.6	-4.1
COc1ccc(-c2onc(C)c2C(=O)NCCCN2CCCCC2C)cc1 (stereo unspecified)	-7.4	-1.2	-8.3
Cc1csc(CNC2CCN(Cc3ccccc3)C(C)C2)n1 (stereo unspecified)	-5.6	6.2	-6.5
Cc1nn(-c2cccc(C(F)(F)F)c2)c(C)c1CC(=O)N1CCCC(C)CC1 (stereo unspecified)	-2.9	3.4	.
CCN(c1ccccc1)S(=O)(=O)c1ccc(NC(=O)C2CCC2)cc1	-9.8	1.2	.
CC(C)Cc1cnc2c(c1SCC(=O)Nc1ccccc1C(F)(F)F)c(=O)n(C)c(=O)n2C	1.1	-0.4	0.2
O=C(NCc1ccc(Cl)cc1)c1cc(=O)c(OCc2ccc(F)cc2)co1	-9.9	1.3	.
CC1=NNc2nc3c(c(=O)n(CC=Cc4ccccc4)c(=O)n3C)n2C1	-3.9	2.4	-7.4
Cc1ccc(-c2nc(N3CCC(N(C)C)C3)ncc2-c2ccc(N)nc2)cc1 (stereo unspecified)	-4.8	-1.4	.

3 compounds out of the list, arranged by formula weight, largest number first.
SMILES	hcGAS inh	NPYLR7 ag	mcGAS inh
Cn1cccc1C(=O)N1CCN(c2nccnc2NS(=O)(=O)c2ccc(OC(F)(F)F)cc2)CC1	1.2	0.7	-3.8
Cc1nc2n(n1)C(=O)C(C(c1ccc(F)cc1)N1CCC(O)CC1)S2 (stereo unspecified)	-8.5	-1.8	.
CCC(O)CNC(c1nc(-c2ccc3c(c2)OCO3)no1)C(C)CC (stereo unspecified)	-7.3	4.6	-5.0

Other results
SMILES	hcGAS inh	NPYLR7 ag	mcGAS inh
CC(C)c1cc(C(=O)N2C[C@H]3C[C@H](C2)[C@@H]2CCCC(=O)N2C3)n[nH]1	-4.2	0.8	-13.1
CC1=C(C(=O)OC(C)(C)C)C(c2cccc(Oc3ccccc3)c2)N2C(CC(=O)O)=CSC2=N1 (stereo unspecified)	-6.6	28.0	.
CC(C)(C)c1ccc(CC2CCN(C(=O)Nc3ccc(F)cc3F)CC2)cc1	-3.7	22.1	-6.2
CN(C)Cc1ccc(C2CCCN2C(=O)C(N)=O)cc1 (stereo unspecified)	-3.8	-1.1	-1.1
O=C(NCC1CCCO1)c1cccnc1N1CCN(S(=O)(=O)c2cccc(Cl)n2)CC1 (stereo unspecified)	-6.3	7.1	-6.8
Cc1cc(C(=O)N(CCCN2CCOCC2)c2nc3ccc(F)cc3s2)n(C)n1	-10.3	0.0	-6.9
O=C(CSc1nnc2sc3ccccc3n12)Nc1ccccc1F	-1.3	8.5	-3.4
COCCn1c(SCc2cc(=O)oc3c(C)c(C)ccc23)nnc1-c1ccncc1	3.5	-0.9	-2.3
Cc1nn(-c2ccccc2)c(C)c1CC(=O)Nc1c(N(C)C)nc[nH]c1=O	-2.7	2.3	.
CN1CC(NC(=O)N2CCC(Nc3ccccc3F)CC2)CCC1=O (stereo unspecified)	-8.9	11.1	.
COc1ccc2c(c1)CCc1c(-c3ccc(C(=O)NC(C)c4ccc(Br)cc4)cc3)n[nH]c1-2 (stereo unspecified)	-2.2	1.0	-3.0
O=C1OCC(CO)(CO)N=C1NNc1cc(Cl)ccc1Cl	-5.7	-17.9	.
COc1ccc(C(=O)N2C(C(=O)NCc3ccco3)COC23CCCCC3)cc1OC (stereo unspecified)	-1.0	0.9	-4.0
CC(C)(C(=O)N1CCN(C(=O)C2Cc3ccccc3O2)CC1)c1ccccc1 (stereo unspecified)	-6.6	10.7	-6.8
Cc1ccccc1NC(=O)CCNC(=O)Nc1ccccc1	-6.9	10.0	.
O=C(NC(CCO)C1CC1)C1(c2ccccc2)CCC1 (stereo unspecified)	1.9	3.2	.
Brc1ccccc1-c1nnc(SCc2nc3ccccc3o2)o1	-5.3	-0.9	.
C=C(C)C1CC=C(CN2CCN(c3ccccc3)CC2)CC1 (stereo unspecified)	-6.0	-1.3	.
CN(CCC(O)c1ccccc1)C(=O)CCCn1nnnc1CN1CCOCC1 (stereo unspecified)	-0.8	-1.1	-2.7
N#Cc1ccc(CN2CC[C@@]3(C2)[C@@H](O)CN(c2ccccc2)S3(=O)=O)cc1	-1.5	4.0	-1.0
CCOc1ccc(-c2ccc(C(=O)NCc3cccc(F)c3)s2)cc1	-4.9	0.3	-6.1
S=C(Nc1ccccc1)Nc1nccs1	-9.6	2.1	-4.3
CN1CCN(CC(O)Cn2cnc3c2c(=O)n(C)c(=O)n3C)CC1 (stereo unspecified)	-10.7	-1.7	.
Cc1nn(CC(=O)N2CCCCCC2)c(C)c1[N+](=O)[O-]	0.6	0.6	.
CCn1cc(C(CC(=O)NC2CC2)c2ccc3c(c2)OCO3)c2ccccc21 (stereo unspecified)	-1.9	.	-4.1
Oc1c(C2=NCCN=C(C(F)(F)F)C2)ccc2ccccc12	-6.3	-0.7	.
